SENP7 block – SENP7 protease inhibitors, primary screen, biochemical, luminescence, uHTS | recombinant SENP7, Z-RLRGG-aminoluciferin luminescence, 40 min | 330,000 compounds, 1.5% hits | inhibition, % at 5 µM | Sentrin-specific protease 7 (Homo sapiens), Q9BQF6;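 active means inhibition above about 50% at the single test dose, limit read from the data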;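 further: plate controls were DMSO with enzyme for no effect and no enzyme buffer wells for full effect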
PfG6PD inh – PfG6PD enzyme inhibitors, primary screen, biochemical, fluorescence intensity, uHTS; inhibition, % at 20 µM; PfGluPho enzyme, NADPH resazurin-diaphorase fluorescence; 350,000 compounds, 0.78% hits;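 active means inhibition reaching at least a set limit at 20 µM in the primary screen, cut at about 59% in these data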;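 further: 0% = DMSO wells with substrate and 100% = DMSO wells lacking glucose-6-phosphate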
SENP6 inh – SENP6 protease inhibitors, primary screen, biochemical, luminescence, uHTS. Sentrin-specific protease 6 (Homo sapiens), Q9GZR1. Recombinant SENP6 catalytic domain, aminoluciferin luminescence. inhibition, % at 10 µM. 330,000 compounds, 1.8% hits;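 active means inhibition above about 50% at the single tested dose, limit read from the data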;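 further: plate controls were DMSO wells with enzyme for no effect and DMSO wells lacking enzyme for full effect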
SENP8 inh – human SENP8 protease inhibitors, primary screen, biochemical, fluorescence, Nedd8 protein substrate, uHTS. recombinant SENP8. 360,000 compounds, 0.64% hits. inhibition, % at 20 µM; in the data active means inhibition mostly above about 40%, no sharp cut-off; inactive means mostly below about 27%
MPTP block – mitochondrial permeability transition pore inhibitors, primary screen, biochemical, isolated mouse mitochondria, absorbance | inhibition, % at 10 µM | 360,000 compounds, 1.4% hits | Ca2+ swelling absorbance, 30 min | AID 602449, 2012;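 active means inhibition of 50% or more, scaled per plate between neutral and stimulator controls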;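 further: 0% = DMSO wells given calcium and 100% = 1 mM EGTA wells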
NR3A LBD binder – binders of NR3A ligand-binding domain, primary screen, biophysical, differential scanning fluorimetry, uHTS; NR3A LBD differential scanning fluorimetry, Tm shift; 0% = protein alone, 100% = glycine-bound protein; Glutamate receptor ionotropic, NMDA 3A (GRIN3A) ligand-binding domain; AID 1259313, 2017; Tm shift relative to glycine control, % at 25 µM; 340,000 compounds, 2.5% hits;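 active means melting temperature shift of at least 10% of the positive control shift, at one fixed dose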
ATG4B inh – ATG4B protease inhibitors, primary screen, biochemical, fluorescence, uHTS; Cysteine protease ATG4B (Homo sapiens), Q9Y4P1; ATG4B cleavage of LC3-PLA2, NBD-HPC fluorescence, 1 h; inhibition, % at 8.33 µM; 340,000 compounds, 0.51% hits; in the data active means inhibition above about 40%
HKDC1 inh – HKDC1 hexokinase inhibitors, primary screen, biochemical, fluorescence, uHTS; Q2TB90; recombinant HKDC1, G6PDH/diaphorase resazurin coupled fluorescence; inhibition, % at 20 µM; 340,000 compounds, 0.16% hits;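 active means inhibition above about 35% when tested at 20 µM, limit read from the data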;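 further: plate controls were DMSO wells with enzyme for no effect and DMSO wells lacking enzyme for full effect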
Target sequence (Q2TB90 whole entry, looked up): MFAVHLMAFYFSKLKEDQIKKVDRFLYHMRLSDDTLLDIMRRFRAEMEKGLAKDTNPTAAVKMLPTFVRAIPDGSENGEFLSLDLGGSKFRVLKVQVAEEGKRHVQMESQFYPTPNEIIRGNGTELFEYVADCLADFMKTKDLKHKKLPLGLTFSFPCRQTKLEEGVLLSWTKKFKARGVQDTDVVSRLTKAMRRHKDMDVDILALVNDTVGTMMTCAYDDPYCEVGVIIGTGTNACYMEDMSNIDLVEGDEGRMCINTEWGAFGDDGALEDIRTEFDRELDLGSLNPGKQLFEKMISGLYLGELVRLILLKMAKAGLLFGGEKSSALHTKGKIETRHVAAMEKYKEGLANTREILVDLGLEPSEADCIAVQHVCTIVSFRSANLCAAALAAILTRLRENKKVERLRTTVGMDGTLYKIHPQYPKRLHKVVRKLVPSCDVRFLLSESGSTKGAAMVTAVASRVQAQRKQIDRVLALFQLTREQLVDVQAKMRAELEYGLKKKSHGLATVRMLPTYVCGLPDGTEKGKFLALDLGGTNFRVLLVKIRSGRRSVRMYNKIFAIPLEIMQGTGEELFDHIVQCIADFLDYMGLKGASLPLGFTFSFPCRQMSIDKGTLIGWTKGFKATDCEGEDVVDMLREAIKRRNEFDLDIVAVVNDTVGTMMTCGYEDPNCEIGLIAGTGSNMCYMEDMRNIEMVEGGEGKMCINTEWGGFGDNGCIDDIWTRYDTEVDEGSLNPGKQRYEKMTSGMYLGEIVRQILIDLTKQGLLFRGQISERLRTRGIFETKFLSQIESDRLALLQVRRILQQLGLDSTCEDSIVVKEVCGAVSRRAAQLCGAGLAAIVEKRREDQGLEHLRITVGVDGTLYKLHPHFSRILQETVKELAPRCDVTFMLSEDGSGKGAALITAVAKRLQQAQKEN
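Material – in-house recombinant HK5 (HKDC1) enzyme · Quantity – HKDC1 at 5 µg/mL · Buffer or medium – pH 8.0 Tris buffer with 10 mM MgCl2 · Reagent – glucose with 1 mM ATP · Dosing – single 20 µM dose · Times – reaction time 90 min, room temperature, protected from light · Technique – resorufin fluorescence at 613 nm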
* = called active by the depositor; · = not tested or not shown.

Order of results – SENP7 block	PfG6PD inh	SENP6 inh	SENP8 inh	MPTP block	NR3A LBD binder	ATG4B inh	HKDC1 inh
CC(C)n1cc(/C=N/NC(=O)COc2cccc3cccnc23)c2ccccc21
 : -8	18	-13	10	-29	-8	-13	12
Cc1ccc[n+](C(C)C(=O)Nc2ccc(C)c([N+](=O)[O-])c2)c1 (stereo unspecified)
 : 12	4	8	18	0.9	2	-16	4
Cc1ccc(S(=O)(=O)N2CCOCC2)cc1NC(=O)c1cc2ccccc2oc1=O
 : -2	0	-11	16	0.9	-3	9	-3
C=CCn1c(SCC(=O)Nc2ccc(OC)cc2)nc2ccccc2c1=O
 : 11	-4	-13	8	1.0	0	4	-2
CCOc1ccccc1CN1CCN(Cc2cc3ccccc3[nH]2)CC1CCO (stereo unspecified)
 : -4	-3	-29	-53	5.1	-2	-7	-9
CCOC(=O)Cn1cnc2c(cnn2-c2ccccc2)c1=O
 : -7	-4	-10	22	-0.4	-4	-2	-2
O=C(O)c1cccc(-n2cccc2/C=C2/NC(=O)N(Cc3ccccc3F)C2=O)c1
 : -9	2	16	-85	2.3	1	8	-1
CCCCNC(=O)/C=C/c1ccc(OC)c(Br)c1
 : 6	9	-16	7	-2.0	0	13	-6
COc1ccccc1NS(=O)(=O)c1cccc(NC(=O)Nc2ccc(Cl)cc2)c1
 : 0	13	-6	10	83*	18*	16	-2
c1ccc(-n2cnc3ccccc32)cc1
 : 5	7	1	5	-2.6	-7	-4	-12

Looked up above.
Under HKDC1 inh, CCCCNC(=O)/C=C/c1ccc(OC)c(Br)c1 shows -6
Under HKDC1 inh, CC(C)n1cc(/C=N/NC(=O)COc2cccc3cccnc23)c2ccccc21 shows 12
Under PfG6PD inh, CCOc1ccccc1CN1CCN(Cc2cc3ccccc3[nH]2)CC1CCO (stereo unspecified) shows -3
Under SENP8 inh, COc1ccccc1NS(=O)(=O)c1cccc(NC(=O)Nc2ccc(Cl)cc2)c1 shows 10

The listing continues:
Order of results – SENP7 block	PfG6PD inh	SENP6 inh	SENP8 inh	MPTP block	NR3A LBD binder	ATG4B inh	HKDC1 inh
COc1ccc(OC)c(-n2c(-c3ccn[nH]3)n[nH]c2=S)c1
 : 1	45	4	18	0.0	0	4	0
Cc1cc(C(=O)OCC(=O)N(C)c2ccccc2)ccc1[N+](=O)[O-]
 : -18	1	-2	5	-1.0	-1	-29	-1
Cc1ccc(C(=O)O)cc1-c1ccc(/C=C2/NC(=O)N(c3ccccc3)C2=O)o1
 : 0	43	-15	-302	-1.5	0	-1	11
C=CCn1c(C)nnc1SCC(=O)Nc1nc(C)c(C(=O)N(C)C)s1
 : 0	3	-13	3	-0.2	-5	-3	-6
CC(C)CN1CCN(Cc2cc3ccccc3[nH]2)CC1CCO (stereo unspecified)
 : -6	-7	6	-172	0.5	0	0	-6
COc1ccc(CCC(C)NCc2ccc(Cl)c(Cl)c2)cc1 (stereo unspecified)
 : 2	19	5	11	5.2	0	1	-3
c1ccc2c(c1)oc1c(NCc3ccc4c(c3)OCO4)ncnc12
 : 2	15	12	18	84*	-1	2	-3
CNC(=S)N(Cc1cccs1)Cc1cc2cc(OC)c(OC)cc2[nH]c1=O
 : 5	12	-11	-432	-1.0	-1	-18	-3
CC(C)c1ccccc1NC(=O)CCc1nc2ccccc2s1
 : -6	32	-14	4	0.5	-1	-5	-14
COc1cc(C)nc(Oc2ccc(=O)n(C)n2)n1
 : ·	6	·	10	-1.1	-1	0	-6
FC(F)(F)c1cccc(Cn2nnnc2-c2ccc(Cl)cc2)c1
 : -5	9	6	9	0.5	1	11	10
O=C(Nc1ccc2c(c1)OCO2)c1cccc(F)c1
 : 76*	7	79*	13	-3.5	-21	7	1
Cc1cc(=O)[nH]c(Cc2ccc(OC(C)C)cc2)n1
 : -1	-1	-20	4	-1.9	0	-4	-11
COc1ccc(/C=C2/C(=N)N3N=C(CC(=O)N4CCCC4)SC3=NC2=O)cc1
 : 6	-24	8	15	1.0	-6	25	0
Cc1ccc2oc(-c3ccc(C)c(NC(=S)NC(=O)c4cccs4)c3)nc2c1
 : 4	4	28	-292	0.1	-1	2	-4
O=C(COC(=O)C12CC3CC(CC(C3)C1)C2)NCCCc1ccccc1
 : 7	1	8	3	1.2	1	5	-3
O=C(c1ccc(S(=O)(=O)N2CCCC2)cc1)N1CCN(S(=O)(=O)c2cccc(F)c2)CC1
 : -4	0	7	14	0.3	1	-1	-6
c1ccc2c(c1)-c1nc3ccccc3cc1C2N1CCOCC1 (stereo unspecified)
 : ·	21	·	-19	-0.4	1	-2	0
CCCn1c(C)cc(C(=O)CSc2nc3ccccc3c(=O)n2Cc2ccco2)c1C
 : 4	3	5	13	0.8	0	5	-17
C=C(C)C(=O)Nc1cccc(C2=NOC3(C2)C[C@@H](C(N)=O)N(C(=O)/C(C)=C/C)C3)c1 (stereo partly specified)
 : -8	30	-20	16	-2.8	0	-6	0
CCOC(=O)CSc1nc2c(c(=O)[nH]c(=O)n2C)n1CCc1ccccc1
 : -1	27	-1	13	-1.0	1	-3	-5
CCOC(=O)c1cc(CC)sc1NC(=O)Cc1ccccc1
 : -15	20	-26	-3	0.7	-1	-2	-6
COc1ccc2[nH]c(=O)c(CN(C)C(=O)c3cccs3)cc2c1
 : 1	1	-18	-329	2.5	0	6	-3
CCCn1c(SCC(=O)Nc2ccccc2Cl)nc(O)cc1=O
 : -9	-2	-2	-4	-0.7	0	2	-2
COc1ccc(NC(=O)/C=C/c2ccc(F)cc2)cn1
 : -2	40	-3	27	10	-16	-2	1
CC1(O)N(CCC(=O)Nc2cccc(F)c2)C(=O)OC12CCCCC2 (stereo unspecified)
 : 1	-4	2	19	-1.2	0	6	-1
CCCCn1c(=O)c(C(=O)c2ccccc2)nc2ccccc21
 : 6	1	-18	10	0.4	-2	-6	-10
Cc1cccc(OCCC(=O)Nc2ccc(Cl)cc2F)c1
 : -6	1	0	13	0.5	0	8	-1
COc1ccc(C2CC(c3ccc4ccccc4c3)=NN2C(=O)CN2CCC(C(N)=O)CC2)cc1 (stereo unspecified)
 : -7	10	2	-67	-2.0	-3	-11	-1
CCOc1c(C)cnc2c1c(=O)n(Cc1ccc(Cl)cc1)c(=O)n2C
 : 11	-3	7	-2	1.0	0	3	5
CC1CC(C)CN(c2ccc(C(=O)OCC(=O)NC3CCCc4ccccc43)cc2[N+](=O)[O-])C1 (stereo unspecified)
 : -11	-15	-6	30	-1.6	0	-6	9
O=C(COC(=O)c1cncc(Br)c1)NCc1ccccc1
 : -3	10	5	16	1.6	-1	-8	-2
C/C=C(\C)CN1CCCC(CO)(Cc2ccccc2)C1 (stereo unspecified)
 : -7	-2	-28	12	-0.3	0	-3	-9
CCOC(=O)C1CCN(C(=O)Cn2nc(C)n3cccc3c2=O)CC1
 : 3	8	-9	8	0.4	0	-5	-2
CCOC(=O)c1c(NC(=O)c2ccc(C)cc2)sc2c1CC(C)(C)OC2
 : 3	47	5	-354	4.6	1	1	-1
COC(=O)c1ccc(C2C(C(=O)c3cc4ccccc4o3)=C(O)C(=O)N2CCCN(C)C)cc1 (stereo unspecified)
 : -2	-2	2	-56	-1.8	-1	2	-6
CCOc1ccc(NC(=O)Cn2nnc(C(=O)NCc3cccs3)c2N)cc1
 : -9	2	-5	4	-1.6	-2	-4	-6
Cc1ccc(C)c(SCC(=O)NC(=O)NC2CCCC2)c1
 : 3	-15	-15	6	-1.4	0	-5	5
O=C(CSc1nnc(NC(=O)C2CC(=O)N(c3ccc(F)cc3)C2)s1)NC1CCCC1 (stereo unspecified)
 : -2	3	24	0	1.5	-1	0	6
Cc1nn(C)c(C)c1NS(=O)(=O)c1ccc(Cl)cc1
 : 3	5	-3	9	6.7	2	-2	-3

NR3A LBD binder, entries above that show a hit.
Order of results – SENP7 block	PfG6PD inh	SENP6 inh	SENP8 inh	MPTP block	NR3A LBD binder	ATG4B inh	HKDC1 inh
COc1ccccc1NS(=O)(=O)c1cccc(NC(=O)Nc2ccc(Cl)cc2)c1
 : 0	13	-6	10	83*	18*	16	-2

Continued:
Order of results – SENP7 block	PfG6PD inh	SENP6 inh	SENP8 inh	MPTP block	NR3A LBD binder	ATG4B inh	HKDC1 inh
CN(C)CCCNc1oc(/C=C/c2ccccc2)nc1C#N
 : -17	-2	-38	-150	1.7	0	-5	0
Cc1ccc(-c2n[nH]c(=O)c3ccccc23)cc1S(=O)(=O)NCCN1CCOCC1
 : -3	15	-5	6	0.4	-4	-6	-3
O=C(NC1CCCc2ccccc21)C1CCN(S(=O)(=O)c2ccccc2)CC1 (stereo unspecified)
 : -3	-23	-17	17	0.5	-1	16	15
Nc1nc(SCC(=O)Nc2cc(Cl)ccc2Cl)n[nH]1
 : 3	-1	-1	6	-0.5	-2	7	2
COc1cc(/C=N/N2C(=O)C3C4c5ccccc5C(c5ccccc54)C3C2=O)ccc1O (stereo unspecified)
 : 4	-7	-24	5	0.3	-26	-3	1
CC(=O)c1c(Cl)nc2cccc3c2c1-c1ccccc1C3=O
 : -6	-10	5	34	3.5	1	4	-1
CCOC(=O)C1=C(CN2CCN(C(=O)c3ccco3)CC2)NC(=O)NC1c1ccccc1 (stereo unspecified)
 : 2	-6	6	9	-2.3	2	-1	-3
Cc1ccc(CNC(=O)C2(S(=O)(=O)c3ccc(C)cc3)CC2)cc1
 : 6	-1	8	7	1.1	1	-10	-2
COc1cc2[nH]c(=S)nc(Nc3ccc(NC(C)=O)cc3)c2cc1OC
 : 0	38	11	-68	0.3	-7	-17	6
CCNc1nc(NCC)n2c(SCC(=O)c3ccc(C(C)C)cc3)nnc2n1
 : 4	8	-5	5	1.3	-3	-5	-2
CC(=O)Oc1ccc2oc(C)c(C(=O)N3CCOCC3)c2c1
 : 3	-1	-5	9	3.6	0	-6	-15
CSc1ccc(OC2CCCCC2NS(=O)(=O)c2ccc(Cl)cc2)cc1 (stereo unspecified)
 : 0	24	-15	5	35	-1	14	-4
Cc1csc(NC(=O)c2ccc(COc3ccccc3)o2)n1
 : 8	-13	21	-19	-0.7	1	-1	6
Cc1cccn2c(=O)c(C=C(C#N)C#N)c(N3CCN(c4cccc(Cl)c4)CC3)nc12
 : -7	-10	15	-36	-0.1	-1	21	1
O=S(=O)(Nc1ccccn1)c1cccs1
 : 1	5	5	-76	1.3	3	2	-5

An unsorted share of the library; 6.9% or so of the library scored in one or more.
